Source: PubChem
PHOSPHO1 block = PHOSPHO1 (human) inhibition. hit rate 1.1% among 290,000. recombinant PHOSPHO1, absorbance phosphatase assay. inhibition, % at 13.3 µM. AID 1565; in the data active = inhibition above about 60%
Target sequence (Q8TCT1 whole entry, looked up): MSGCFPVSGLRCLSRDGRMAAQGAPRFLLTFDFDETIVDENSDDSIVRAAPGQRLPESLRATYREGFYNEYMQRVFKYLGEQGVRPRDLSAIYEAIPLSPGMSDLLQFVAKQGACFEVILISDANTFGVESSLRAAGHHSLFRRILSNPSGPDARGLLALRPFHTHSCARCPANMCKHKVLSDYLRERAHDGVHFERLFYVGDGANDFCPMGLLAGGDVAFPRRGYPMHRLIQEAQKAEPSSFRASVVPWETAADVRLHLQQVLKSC
MEKK3 PB1 HTS = MEKK3-MEK5 PB1 interaction, increase or decrease. Q99759. bead-based flow cytometry, Alexa488-MEK5 binding to MEKK3; actives lie on both sides; 0 = blocked by unlabeled MEK5, 100 = vehicle. binding response (% of control), % at 10 µM. hit rate 1.4% among 290,000. AID 1529;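 active = binding response more than 3 SD above or below the average of its plate-row segment, actives on both sides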;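 also: Alexa488 bead fluorescence after subtracting the streptavidin-only scavenger bead signal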
IDE act = IDE (human) activation, cell-based; hit rate 0.073% among 340,000; activation, % at 5.96 µM; P14735; HEK cells, FAbeta-B cleavage, fluorescence polarization; 0% vehicle, 100% cell-free pure enzyme wells;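 active = activation above the mean of all tested compounds plus 3 SD, set per screening campaign, cut at about 17% in these data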
GalR3 antagonist = antagonists of human GalR3; O60755; HEK293 GalR3-CNG cAMP membrane potential fluorescence; galR3 body fused to GalR1 C-terminus; inhibition, % at 3 µM; hit rate 0.44% among 360,000;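 active = inhibition above the screen-wide average plus 3 SD, cut at about 13% in these data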;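 also: forskolin and galanin both at EC90 stimulate the cells; cAMP rise reported by CNG channel membrane potential dye signal; 0% = forskolin plus galanin with DMSO and 100% = forskolin alone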
Target sequence (O60755 1-299 limits assumed): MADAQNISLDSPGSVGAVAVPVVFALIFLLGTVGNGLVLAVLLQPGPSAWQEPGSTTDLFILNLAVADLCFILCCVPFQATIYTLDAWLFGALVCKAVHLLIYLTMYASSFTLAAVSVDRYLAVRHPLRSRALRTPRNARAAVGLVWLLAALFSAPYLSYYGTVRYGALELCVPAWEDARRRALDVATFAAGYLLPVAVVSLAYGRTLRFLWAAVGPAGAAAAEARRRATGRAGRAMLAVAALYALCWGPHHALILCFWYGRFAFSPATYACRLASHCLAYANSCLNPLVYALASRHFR
CRFR2-BP ag = agonists of human CRF-binding protein/CRF-R2 receptor complex | HEK293 CRF-R2/CRF-BP, calcium dye fluorescence (FLIPR); percent of saturating CRF peptide response | activation, % at 13.2 µM | hit rate 0.46% among 350,000;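 active = activation of at least 50%, plus an integration ratio under a set limit after plate pattern correction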;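 also: plate controls were neutral control wells without compound for no effect and CRF at EC100 for full effect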
IDE inh = cellular human IDE inhibition; P14735; HEK cells, FAbetaB cleavage, fluorescence polarization; inhibition, % at 5.59 µM; hit rate 0.41% among 320,000; AID 434962;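 active = percent inhibition above the average of all tested compounds plus 3 SD, set per screening campaign, cut at about 16% in these data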;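 also: IDE supplied by intact live HEK cells; FP after avidin binding of uncleaved biotin substrate so inhibition keeps polarization high; 0% = DMSO wells and 100% = 60 µM reference IDE inhibitor Ii1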
pCIP destab = lowers stability of the mouse p/CIP coactivator protein; Q05BA5; F442A p/CIP-EGFP cells, EGFP fluorescence, 16 h; decrease of EGFP signal, % at 10 µM; hit rate 0.01% among 290,000;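 active = EGFP signal decrease of at least 30% at 10 µM or well 3 SD below plate mean, unless failing retest; inactive = the rest, including hits failing retest or dose response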; also: some compounds called inactive have numbers as strong as hits; many of its hits are not listed in these tables
M4 PAM = potentiates acetylcholine response at human M4 receptor; activation, % at 3 µM; hit rate 0.4% among 360,000; P08173; CHO-K1 hM4/Gqi5, Fluo-8 calcium fluorescence, ACh EC20; 0% = ACh EC20, 100% = maximal ACh;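 active = activation above its plate's cutoff, the mean activation of sample wells plus 3 SD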; also: some results filed as inactive read as strong as hits
Target sequence (P08173 whole entry, looked up): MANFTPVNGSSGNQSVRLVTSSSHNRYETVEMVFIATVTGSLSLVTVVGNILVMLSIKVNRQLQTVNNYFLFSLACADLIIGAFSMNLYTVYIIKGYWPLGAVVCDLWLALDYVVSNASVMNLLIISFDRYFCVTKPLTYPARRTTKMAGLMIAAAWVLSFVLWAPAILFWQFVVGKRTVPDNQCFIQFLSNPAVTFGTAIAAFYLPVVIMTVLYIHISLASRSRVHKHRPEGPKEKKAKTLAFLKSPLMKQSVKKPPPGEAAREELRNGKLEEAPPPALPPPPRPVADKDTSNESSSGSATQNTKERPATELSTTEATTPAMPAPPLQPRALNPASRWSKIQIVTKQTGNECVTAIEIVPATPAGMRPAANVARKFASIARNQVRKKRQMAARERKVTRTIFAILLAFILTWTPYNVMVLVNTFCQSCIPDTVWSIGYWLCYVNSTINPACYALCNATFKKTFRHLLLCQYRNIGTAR
CRFBP-R2 block = CRF-BP/CRF-R2 complex antagonism. inhibition, % at 11.8 µM. HEK293 CRF-R2/CRF-BP, CRF-induced calcium fluorescence. hit rate 0.59% among 350,000;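 active = inhibition of the ligand-induced calcium signal above about 50% at the single tested concentration, limit read from the data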
Starred values were filed as active, the others as inactive; / = not tested or not shown.

SMILES	PHOSPHO1 block	MEKK3 PB1 HTS	IDE act	GalR3 antagonist	CRFR2-BP ag	IDE inh	pCIP destab	M4 PAM	CRFBP-R2 block
COCc1cc(C)nc(SCC(=O)Nc2ccc(N3CCOCC3)cc2)c1C#N	33	105	5	5	-2.1	0	-14	1	3
Nc1cc(C(=O)N/N=C/c2cccc([N+](=O)[O-])c2)n[nH]c1=O	53	96	1	-2	-2.5	-2	-11	27	23
Cc1cc(OC(=O)c2c(C)cc(O)cc2O)cc(O)c1C(=O)O	/	/	6	2	0.9	5	/	-4	0
COc1ccc(S(=O)(=O)NCC(=O)N(CC(=O)NCC2CCCO2)Cc2ccccc2)cc1 (stereo unspecified)	28	99	3	-9	-0.8	3	0	-6	6
COC(=O)C1=C(C)N(Cc2ccccc2)C(=O)N[C@H]1c1ccccc1	-6	85	2	-2	-0.2	1	-12	5	1
Cc1cc(NC(=O)c2ccc(Cl)cc2Cl)n(-c2ccccc2)n1	/	/	-2	-7	-2.1	0	/	-5	9
CC(NC(=O)COc1ccccc1)C(=O)NCc1ccccc1Cl (stereo unspecified)	/	/	2	-7	0.5	-1	/	5	1
COc1ccc(CCNC(=O)C2CC(c3ccccc3[N+](=O)[O-])=NO2)cc1 (stereo unspecified)	8	100	8	-3	-2.2	2	2	-3	3
FC(F)(F)c1cccc(Nc2nc(N3CCOCC3)nc(N3CCOCC3)n2)c1	34	99	-1	0	0.4	-1	-1	7	-20
CC(=O)NC(Cc1cccc(F)c1)C(=O)NC1CCN(C(=O)Nc2ccccc2)CC1 (stereo unspecified)	22	102	6	-10	-2.2	-2	-22	3	6
CCOc1ccc(N=C2NC(=O)CS2)cc1	24	106	3	-9	-0.1	-3	10	1	-5
Cc1ccn2cc(CNS(=O)(=O)c3ccc4ccccc4c3)nc2c1	18	101	4	1	2.0	-1	-8	-17	-10
COc1ccc(-c2ccc(CCC(=O)O)n2NC(=O)c2ccc(O)cc2)cc1	63*	101	2	-4	0.9	-2	-5	5	0
COC(=O)C1=C(C)NC(C)=C(C(=O)OC)C1c1ccccc1OCc1c(C)no[n+]1[O-]	4	94	0	2	-1.3	-7	-7	12	4
COc1ccccc1C(=O)Nc1nc2cc3c(cc2s1)OCCO3	-8	98	-1	/	0.2	3	2	2	5
C[C@H]1CN(Cc2ccccc2)C(=O)[C@@H]1CC(=O)NCc1ccccc1	-19	97	6	-3	-1.1	-4	-9	1	1
CCOC(=O)C1=C(C)N(C[C@@H]2CC[C@@H](Cc3ccc(-c4ccccc4)cc3)O2)C(=O)NC1c1ccc(C(F)(F)F)cc1 (stereo partly specified)	/	/	5	-4	4.9	/	/	3	-5
CCc1nnc(NS(=O)(=O)c2ccc(NC(=O)C(c3ccccc3)c3ccccc3)cc2)s1	/	/	2	-3	-2.8	3	/	5	3
Cc1ccc(N2CCN(C(=O)NC3CCCCC3)CC2)c(C)c1	/	98	1	-8	-1.5	7	-2	7	-6
CC(C)(C)Cc1nnc(NC(=O)c2ccc3c(c2)OCO3)s1	-27	100	0	-3	1.5	8	-4	-3	-15
COc1cccc(C2Oc3ccccc3C3CC(c4cccs4)=NN32)c1 (stereo unspecified)	16	91	/	-1	1.8	6	-20	-1	15
Cc1ccc(NC(=O)N2CCCn3c(SCC(=O)c4ccccc4)nnc32)cc1	37	101	/	-2	1.6	1	-2	3	22
COC(=O)c1ccc(COC(=O)CNC(=O)c2ccc(OC)cc2)cc1	/	/	-2	-5	-1.0	0	/	11	10
O=C(NC1CCCC1)C(c1ccsc1)N(Cc1ccco1)C(=O)Cc1cccs1 (stereo unspecified)	-8	98	2	-5	0.5	-5	-5	-6	-5
O=C(CCn1nc(-c2ccc(Cl)cc2)c2ccccc2c1=O)NCCN1CCOCC1	35	108	4	2	-1.0	-8	-2	-3	-16
CCOC(=O)CN1NC2(CCCCCC2)NC1=S	42	76	3	0	0.9	-3	-4	-3	2
COc1ccc2c(c1)C(=O)C(=O)N2CCS(=O)(=O)c1ccccc1	12	99	2	-8	0.8	-9	-4	4	-8
O=C(CCCn1ncn2c(cc3occc32)c1=O)NCc1cccc(Cl)c1	23	93	1	-6	0.7	-5	4	20*	-6
CCOc1ccccc1CNC(=O)CCc1cn(C)c2ccccc12	42	106	4	-9	-1.0	-5	-6	4	24
O=C(CSc1ccc2nnc(CCNC(=O)c3ccccc3)n2n1)Nc1ccc(F)cc1F	15	101	1	3	-0.5	-3	1	-4	3

Ordered by the number under M4 PAM (low to high): four from the list above
SMILES | PHOSPHO1 block | MEKK3 PB1 HTS | IDE act | GalR3 antagonist | CRFR2-BP ag | IDE inh | pCIP destab | M4 PAM | CRFBP-R2 block
COc1ccc(S(=O)(=O)NCC(=O)N(CC(=O)NCC2CCCO2)Cc2ccccc2)cc1 (stereo unspecified) | 28 | 99 | 3 | -9 | -0.8 | 3 | 0 | -6 | 6
CCOc1ccccc1CNC(=O)CCc1cn(C)c2ccccc12 | 42 | 106 | 4 | -9 | -1.0 | -5 | -6 | 4 | 24
COc1ccc(-c2ccc(CCC(=O)O)n2NC(=O)c2ccc(O)cc2)cc1 | 63* | 101 | 2 | -4 | 0.9 | -2 | -5 | 5 | 0
FC(F)(F)c1cccc(Nc2nc(N3CCOCC3)nc(N3CCOCC3)n2)c1 | 34 | 99 | -1 | 0 | 0.4 | -1 | -1 | 7 | -20

The list continues:
SMILES	PHOSPHO1 block	MEKK3 PB1 HTS	IDE act	GalR3 antagonist	CRFR2-BP ag	IDE inh	pCIP destab	M4 PAM	CRFBP-R2 block
O=C(Nc1ccc2ccccc2c1)c1ccc(Br)o1	18	99	-6	-4	-0.6	/	1	1	2
O=C(Cc1c(F)cccc1Cl)NNC(=O)c1ccccc1Cl	/	/	0	-4	-0.7	-2	/	3	1
COc1cc(Cl)cc(/C=C/c2ccc3cccc(O)c3n2)c1OC	6	105	1	-8	0.8	1	0	1	-1
CCOc1ccc(NC(=O)CCc2nnc3ccc(N4CCC5(CC4)OCCO5)nn23)cc1	24	96	3	3	-0.9	1	-5	0	13
CCCN1C2CCCC1CC(NC(=O)c1cccc(OC)c1)C2 (stereo unspecified)	44	100	7	-11	-0.7	6	-2	1	3
c1ccc(CN2CCN(CCN3CCn4c3nc3ccccc34)CC2)cc1	-18	109	6	-3	0.8	4	-2	-8	2
CC1=C(CC[C@@H](C)CO)OC2CC3C4CCC5CC(O)CCC5(C)C4CC(=O)C3(C)C12 (stereo partly specified)	/	104	0	-4	-0.7	7	/	-7	9
O=C(NCCCNC(=O)C(F)(F)C(F)F)C(F)(F)C(F)F	18	94	-1	-3	-0.2	3	-9	8	-3
O=C(COC(=O)/C=C/c1ccc(Cl)cc1)NCCN1C(=O)CSC1=O	28	99	0	-1	1.1	5	6	6	15
CCOC(=O)c1c(C(F)(F)F)nc2ncccn12	0	103	5	-2	-1.6	3	-2	-5	4
COC(=O)c1sc2ccccc2c1-n1cccc1C(=O)C(=O)Nc1ccc(C)cc1	55	104	4	-3	1.8	6	0	4	3
COc1cccc(NC(=O)CSc2ncnc3c2oc2ccccc23)c1	1	96	-2	6	-0.8	3	-16	4	0
COc1cc(C(C)=O)ccc1OC(=O)c1cc2cccc(OC)c2oc1=O	8	88	-3	3	-1.1	1	-5	-2	15
CC(C)Cn1c(N)c(/C=N/NC(=O)c2ccc(Cl)cc2)c(=O)n(C)c1=O	40	102	2	-10	-1.4	2	-5	5	12
COc1ccc(CCNC(=O)COc2coc(CN3c4ccccc4CC3C)cc2=O)cc1OC (stereo unspecified)	/	/	-1	-4	-1.6	-5	/	0	12
O=c1cc(CN2CCN(Cc3ccc(F)cc3)C(CCO)C2)[nH]c2ccccc12 (stereo unspecified)	8	107	5	-6	-0.8	4	0	-5	-5
Cc1ccccc1OCC(=O)NC(=S)Nc1cccc2cc(O)ccc12	23	100	1	-2	2.1	-4	3	-9	-26
O=C(NN=Cc1ccccc1Cl)c1ccccc1	/	/	/	3	-1.5	/	/	6	-4
COc1cc(CCC(=O)OCC(=O)Nc2ccccc2C#N)cc(OC)c1OC	12	111	5	-5	0.5	3	-12	-6	5
CC12CCC(=O)N1C(C(=O)NNC(=O)COc1cccc(C(F)(F)F)c1)CS2 (stereo unspecified)	/	/	-2	-3	-0.1	1	/	9	-4
COc1ccc(C(=O)NCC(C)CN(C)C)cc1 (stereo unspecified)	11	106	2	0	-0.2	1	-17	2	-2
O=C(C1CCCN(S(=O)(=O)c2ccc(Cl)cc2)C1)N1CCCC1 (stereo unspecified)	-2	98	0	-7	-0.2	1	0	-3	-2
CCC(NC(=O)C1CCC1)c1ccc(C)cc1 (stereo unspecified)	9	110	1	-4	-2.2	6	6	-4	-24
O=C(c1ccc(CSc2nc3ccncc3[nH]2)cc1)N1CCCCC1	-6	106	6	3	-0.8	4	1	0	12
CCC(C)C(NC(=O)[C@@H](NC(=O)c1ccccc1F)C(C)C)C(=O)OC (stereo partly specified)	8	107	3	0	0.7	-2	-15	7	-2
COc1ccc(-c2ccc(OC)c([C@H]3[C@H]4C=CC[C@@H](C)[C@@H]4C(=O)N3Cc3ccccc3)c2)cc1	26	109	7	-3	-0.2	5	-5	7	-7
COc1ccc(C(C)NC(=O)Nc2ccc(C(C)=O)cc2)cc1OC (stereo unspecified)	22	104	2	-3	2.8	-1	-26	12	-15
Cn1nc(C(=O)NCc2cccs2)c2ccccc2c1=O	0	105	0	-3	-1.2	0	5	-1	20
CCN1CCN(CCNC(=O)c2ccc(/C=C3/Sc4ccccc4N(Cc4cccc(C)c4)C3=O)cc2)CC1	-16	108	25*	-5	3.6	-1	-8	-31	-23
Cc1ccc(-c2cc(C(=O)O)c3sc(N4CCCCC4)nc3n2)cc1	-22	101	3	-3	0.8	9	1	-3	18
COc1ccc(N=C2C(=O)Nc3ccc(C)c(Br)c32)cc1	25	105	12	-5	1.0	3	-10	-1	1
CC(=O)Nc1ccc(S(=O)(=O)Oc2ccc(C(=S)N3CCCCC3)cc2)cc1	0	98	-3	-3	4.4	4	-6	-9	19
Cn1c(CCNC(=O)c2ccco2)nc2cc(NC(=O)C3CCCCC3)ccc21	-12	97	2	-2	0.4	4	-7	-4	-12
COc1ccc2oc(C(=O)N3CCN(C(=O)c4ccco4)CC3)c(C)c2c1	/	/	4	-4	-0.6	11	/	-4	2
COc1ccc(C2(C(=O)NC3CCCCC3)CCOCC2)cc1OC	6	104	1	-2	-0.6	0	3	-3	23
Cc1ccc(S(=O)(=O)NCC(=O)OCC(=O)c2cccs2)cc1	5	102	4	-6	0.6	6	-11	-1	2
CCOc1cc2[nH]c(=S)n(CCN3CCCCC3CC)c(=O)c2cc1OCC (stereo unspecified)	29	100	5	-7	0.0	4	6	-2	6
Brc1c(CSc2nc3ccccc3o2)nc2ncccn12	39	102	-2	0	-0.1	13	-20	-3	12
COc1ccc(CN2C(=NC(=O)c3ccccc3)SC3CS(=O)(=O)CC32)cc1 (stereo unspecified)	34	95	4	-7	-1.1	5	7	7	-9
O=C(Cc1ccc(NC2=NC3CS(=O)(=O)CC3S2)cc1)NCc1ccc(Cl)cc1 (stereo unspecified)	-9	102	-25	/	-0.1	13	-16	-7	-10
CCc1nnc(NC(=O)CSc2ncc(-c3ccccc3)n2CC)s1	27	100	5	2	-2.3	4	8	7	-7
Cc1cccc(C(=O)Nc2nnc(Cc3ccccc3)s2)c1	35	103	2	-9	0.2	0	-9	-1	-37
COC(=O)/C=C/c1ccc(OC(=O)c2ccncc2)cc1	25	97	4	-2	-0.1	-1	-11	0	2

An unsorted share of the library; overall some 4.2% were active at least once.
